Screens from PubChem.
MRP resist rev: reverses drug resistance mediated by MRP; differential viability (reversal), % at 10 µM; 85,000 compounds, 0.04% hits; AID 602; H69AR cells + 2 uM doxorubicin, CellTiter-Glo, 72 h;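 active = viability drop by adding the cancer drug above about 55%, with treated viability meeting a 40% cutoff, limit read from the data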;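 also: viability without doxorubicin minus viability with 2 µM doxorubicin for each compound; larger differential means the compound sensitizes cells more to doxorubicin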
NFkB transloc pot: enhances IL-1B driven NFkB nuclear translocation | HUVEC IL-1B NFkB p65 nuclear translocation imaging | activation, % at 2 µM | 94,000 compounds, 0.3% hits | AID 819;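 active = activation above 40%, about the mean plus 3 SD, also judged a hit on visual image review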;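 also: percent activation is computed from the nuclear over cytoplasmic p65 intensity ratio; values of inactives mirror those of a sister screen read the other way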
Bcl-B displacement: displacers of TR3 peptide from Bcl-B, primary screen, selectivity assay for Bfl-1 inhibitor project, biochemical, fluorescence polarization | FP displacement of FITC-TR3 peptide from Bcl-B; higher % means a stronger effect | one-dose displacement, % at 20 µM; IC50 in µM for titrated hits | 96,000 compounds, 0.11% hits | AID 748;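 active = displacement above 50% at 20 µM plus a fluorescence interference ratio under 1.5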;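 also: plate controls were wells without compound for no effect and wells lacking Bcl-B protein for full effect; a part of the inactive calls stands beside numbers as strong as those of hits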
PLAP inhibitors HTS: inhibition of human placental alkaline phosphatase – biochemical, luminescence, HTS (AID 690) | inhibition, % at 20 µM, or IC50 in µM where a hit was titrated | 96,000 compounds, 0.08% hits | purified PLAP, luminescent substrate; higher % means a stronger effect; in the data active = a potency from the dose series; inactive = the rest, 99 in 100 with inhibition below about 30%; also: strong numbers were not always called active
NFkB transloc inh: blocks IL-1B driven NFkB nuclear translocation in HUVEC cells | HUVEC IL-1B NFkB p65 nuclear translocation imaging | inhibition, % at 2 µM | 94,000 compounds, 0.43% hits | AID 796;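 active = inhibition above about 30% together with a positive call from visual inspection of the well image, limit read from the data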;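 also: nuclear over cytoplasmic p65 intensity ratio measured by imaging; 0% = IL-1B stimulated DMSO wells and 100% = unstimulated DMSO wells; values of inactives mirror those of a sister screen read the other way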
MRP resist rev cytotoxicity: further read-out of MRP resist rev, marked with its call; viability, %; H69AR cells, CellTiter-Glo, 72 h; measured here: cytotoxicity without doxorubicin
MRP resist rev with doxorubicin: second read-out of MRP resist rev, no call of its own (marks repeat the call); viability, %; measured here: viability with 2 uM doxorubicin; stronger effect = lower value
NFkB transloc inh cell count 2 µM: recorded beside NFkB transloc inh, whose call it bears; cell count; measured here: cells passing quality filter;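 raw number of nuclei counted in each imaged well without normalization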
NFkB transloc pot cell count 2 µM: recorded beside NFkB transloc pot, whose call it bears; cell count; measured here: cells passing quality filter
The depositor's hits bear a star; . = not tested or not shown. This is a subset; count on the stated rates, not on these rows.

SMILES	MRP resist rev	MRP resist rev cytotoxicity	MRP resist rev with doxorubicin	NFkB transloc pot	NFkB transloc pot cell count 2 µM	Bcl-B displacement	PLAP inhibitors HTS	NFkB transloc inh	NFkB transloc inh cell count 2 µM
CC(=O)c1ccc(NC(=O)c2cc(CC(C)C)on2)cc1	20	101	82	7	72	-1%	16%	-7	72
Cn1c(SCC(=O)N2CCN(Cc3ccccc3)CC2)nnc1-c1ccncc1	10	99	89	22	134	24%	-35%	-22	134
Cc1nn(C)cc1/C=N/NC(=O)c1sc2ccccc2c1Cl	.	.	.	40	161	3%	-77%	-40	161
Cc1ccc(C)c(N/C=C(\C#N)c2nc3ccccc3o2)c1	.	.	.	8	141	.	.	-8	141
CCCOc1ccc(/C(O)=C2/C(=O)C(=O)N(CCCn3ccnc3)C2c2ccco2)cc1 (configuration not stated)	7	100	93	19	105	-4%	-36%	-19	105
C=CCn1c(SCC(O)Cn2c3ccccc3c3ccccc32)nnc1-c1ccco1 (configuration not stated)	-34	26	60	-4	79	-9%	6%	4	79
CN=Cc1nc(-c2ccccc2)oc1O	-6	85	91	19	140	.	.	-19	140
COc1cc(C(=O)NCC(c2cccnc2)N2CCN(C)CC2)cc(OC)c1OC (configuration not stated)	-12	92	104	25	41	-2%	9%	-23	41
CC(=O)c1c(C)n(CCO)c2ccc(O)cc12	-22	90	112	-16	168	-14%	-5%	16	168
COc1ccccc1N(C)S(=O)(=O)c1ccc(C(=O)N(CC(N)=O)C(C)C)cc1	12	92	80	28	136	-17%	-35%	-28	136
CCCCNC(=O)C1CC(c2cccc([N+](=O)[O-])c2)=NO1 (configuration not stated)	.	.	.	-13	103	-16%	12%	13	103
c1coc(CNc2nc3ccccc3n2CCN2CCOCC2)c1	12	91	79	0	171	-6%	-10%	0	171
CCCCN(CC)c1nc(-c2ccncc2)nc2ccccc12	-8	20	28	3	163	4%	-75%	-3	163
O=S(=O)(c1ccccc1)N1N=C(c2cccs2)CC1c1ccc(Br)cc1 (configuration not stated)	.	.	.	-7	112	-8%	14%	8	112
Cn1c(NC(=O)CCC2CCCCC2)cc(=O)n(C)c1=O	6	94	89	-3	176	-14%	7%	3	176
CC(C)c1nnc(NC(=O)c2c(O)c3cccc4c3n(c2=O)CCC4)s1	-6	34	40	7	93	-13%	-34%	-7	93
Nc1n[nH]c(S(=O)(=O)CCCc2ccccc2)n1	3	101	99	5	116	2%	11%	-4	116
CCC(=O)n1nc(NCc2ccc(OC)c(OC)c2)nc1NCc1ccc(OC)c(OC)c1	11	77	66	25	128	-2%	-53%	-25	128
CCc1cccc(C)c1NC(=O)C1CCCO1 (configuration not stated)	-2	97	99	.	.	5%	3%	.	.
Cc1ccc(S(=O)(=O)CC(=O)NC(C)(C)C)cc1	-15	98	113	11	86	.	.	-11	86

3 entries already listed, arranged by the value under NFkB transloc pot cell count 2 µM, largest number first:
molecule | NFkB transloc pot | NFkB transloc pot cell count 2 µM | Bcl-B displacement | PLAP inhibitors HTS
CC(=O)c1c(C)n(CCO)c2ccc(O)cc12 | -16 | 168 | -14% | -5%
CN=Cc1nc(-c2ccccc2)oc1O | 19 | 140 | . | .
CC(C)c1nnc(NC(=O)c2c(O)c3cccc4c3n(c2=O)CCC4)s1 | 7 | 93 | -13% | -34%

Whole records from above. Order of screens: MRP resist rev | MRP resist rev cytotoxicity | MRP resist rev with doxorubicin | NFkB transloc pot | NFkB transloc pot cell count 2 µM | Bcl-B displacement | PLAP inhibitors HTS | NFkB transloc inh | NFkB transloc inh cell count 2 µM
Record of `COc1cc(C(=O)NCC(c2cccnc2)N2CCN(C)CC2)cc(OC)c1OC` (configuration not stated) : -12 | 92 | 104 | 25 | 41 | -2% | 9% | -23 | 41
Record of `COc1ccccc1N(C)S(=O)(=O)c1ccc(C(=O)N(CC(N)=O)C(C)C)cc1` : 12 | 92 | 80 | 28 | 136 | -17% | -35% | -28 | 136
Record of `CC(C)c1nnc(NC(=O)c2c(O)c3cccc4c3n(c2=O)CCC4)s1` : -6 | 34 | 40 | 7 | 93 | -13% | -34% | -7 | 93

Two of these compounds in another layout:
Screens in order: MRP resist rev, MRP resist rev cytotoxicity, MRP resist rev with doxorubicin, NFkB transloc pot, NFkB transloc pot cell count 2 µM, Bcl-B displacement, PLAP inhibitors HTS, NFkB transloc inh, NFkB transloc inh cell count 2 µM
> CC(=O)c1ccc(NC(=O)c2cc(CC(C)C)on2)cc1
  20, 101, 82, 7, 72, -1%, 16%, -7, 72
> C=CCn1c(SCC(O)Cn2c3ccccc3c3ccccc32)nnc1-c1ccco1 (configuration not stated)
  -34, 26, 60, -4, 79, -9%, 6%, 4, 79

(listing goes on)
SMILES	MRP resist rev	MRP resist rev cytotoxicity	MRP resist rev with doxorubicin	NFkB transloc pot	NFkB transloc pot cell count 2 µM	Bcl-B displacement	PLAP inhibitors HTS	NFkB transloc inh	NFkB transloc inh cell count 2 µM
Cc1ccc(S(=O)(=O)N2C(=S)SCC2(C)C)cc1	2	89	87	-2	140	5%	34%	2	140
COc1ccc(C(=O)OCC(=O)NCC2CCCCC2)cc1S(=O)(=O)N1CCCc2ccccc21	19	72	54	-17	179	3%	4%	17	179
O=C(CSc1ccccc1)NCc1ccco1	17	94	77	-6	96	.	.	6	96
Cc1sc2nc(CN3CCOCC3)nc(NCCc3ccccc3)c2c1C	-10	30	40	-2	198	-7%	-69%	2	198
Cc1nn(-c2ccc(C(=O)Nc3nnc(C4CC4)s3)cc2)c(C)c1Cl	-1	99	100	-1	97	-3%	-14%	1	97
Cc1nc2ccc(NC(=O)Cc3cccs3)cc2s1	8	93	85	.	.	12%	20%	.	.
CCn1c(CNc2nc3ccccc3n2C(C)C)nc2ccccc21	24	87	63	-62	164	5%	-224%	62*	164*
COc1ccc(C)cc1NC(=O)C(CCS(C)(=O)=O)NC(C)=O (configuration not stated)	7	101	94	-5	191	-1%	9%	5	191
CCOC(=O)c1sc(=S)n(-c2ccc(F)c(F)c2)c1N	18	110	92	0	138	-2%	-5%	0	138
CCn1c(C(C)NC(=O)c2cccs2)nc2ccccc21 (configuration not stated)	1	90	89	.	.	0%	-7%	.	.
Cc1ccc(N(CC(=O)O)S(=O)(=O)c2cccc3nonc23)cc1	-9	86	96	-5	197	-3%	-2%	5	197
Cc1cc2c(c(=O)o1)C1(C(=O)N(CC(=O)O)c3ccccc31)C(C#N)=C(N)O2 (configuration not stated)	6	100	94	-3	94	25%	1%	3	94
CSc1nc(C)c2c(n1)N(c1ccc(C(C)C)cc1)CC2	.	.	.	0	83	-2%	0%	0	83
CCC(C)N(C(=O)COC(=O)Cc1n[nH]c(=O)c2ccccc12)C1CCS(=O)(=O)C1 (configuration not stated)	10	100	90	2	103	5%	-25%	-2	103
CCOC(=O)C1CCN(C(C)=C2C(=O)c3ccccc3C2=O)CC1	5	101	96	-21	48	13%	-15%	21	48
CCOC(=O)c1ccc(S(=O)(=O)N2CCN(S(=O)(=O)CC)CC2)cc1	4	90	87	5	132	1%	18%	-5	132
CCOC(=O)C1=C(CSc2nccn2C)NC(=O)NC1c1ccc2c(c1)OCO2 (configuration not stated)	5	87	82	6	162	-8%	-9%	-6	162
C#CCN1C(=O)C(O)(CC(=O)c2cccc(OC)c2)c2ccccc21 (configuration not stated)	-13	20	33	11	171	-2%	-42%	-11	171
CCCCOCCCNc1ncnc2c1[nH]c1ccccc12	-22	39	61	-21	158	-1%	-14%	21	158
COc1ccc(C(=O)OCCN=C2NS(=O)(=O)c3ccccc32)cc1OC	.	.	.	-3	106	-5%	-7%	3	106

5 compounds drawn at random from those above:
SMILES	MRP resist rev	MRP resist rev cytotoxicity	MRP resist rev with doxorubicin	NFkB transloc pot	NFkB transloc pot cell count 2 µM	Bcl-B displacement	PLAP inhibitors HTS	NFkB transloc inh	NFkB transloc inh cell count 2 µM
Cc1nc2ccc(NC(=O)Cc3cccs3)cc2s1	8	93	85	.	.	12%	20%	.	.
Cc1cc2c(c(=O)o1)C1(C(=O)N(CC(=O)O)c3ccccc31)C(C#N)=C(N)O2 (configuration not stated)	6	100	94	-3	94	25%	1%	3	94
CCOC(=O)C1=C(CSc2nccn2C)NC(=O)NC1c1ccc2c(c1)OCO2 (configuration not stated)	5	87	82	6	162	-8%	-9%	-6	162
CCCCOCCCNc1ncnc2c1[nH]c1ccccc12	-22	39	61	-21	158	-1%	-14%	21	158
Cc1ccc(S(=O)(=O)N2C(=S)SCC2(C)C)cc1	2	89	87	-2	140	5%	34%	2	140

Further records.
SMILES	MRP resist rev	MRP resist rev cytotoxicity	MRP resist rev with doxorubicin	NFkB transloc pot	NFkB transloc pot cell count 2 µM	Bcl-B displacement	PLAP inhibitors HTS	NFkB transloc inh	NFkB transloc inh cell count 2 µM
CCCc1nc2ccccc2c(=O)n1/N=C/c1ccc(O)cc1O	-17	60	77	-8	82	13%	-37%	8	82
Cc1ccccc1N1CCN(S(=O)(=O)c2ccc3oc(=O)ccc3c2)CC1	6	94	89	-19	128	0%	5%	20	128
COc1ccc(Nc2nc(N)nc(C(F)(F)F)n2)c(OC)c1	-12	84	96	-1	113	0%	-1%	1	113
COc1cc(NS(=O)(=O)c2ccc(NC(=S)NC(=O)CC(C)C)cc2)nc(OC)n1	3	92	89	-1	96	.	.	1	96
O=C(Nc1cccnc1)C1CC(c2ccccc2O)=NO1 (configuration not stated)	.	.	.	-12	181	2%	-95%	12	181
CSc1ccc(S(=O)(=O)Nc2ccc(S(=O)(=O)Nc3ccc(C)cc3)cc2)cc1	-9	80	89	32	50	-2%	-57%	-32	50
COC(=O)c1[nH]c2cc(OC)ccc2c1NC(=O)CN1CCC(C(N)=O)(N2CCCCC2)CC1	.	.	.	8	140	.	.	-8	140
CCC(=O)N1CCn2c1nc1ccccc12	3	91	88	-5	187	-9%	11%	5	187
Fc1ccc(-c2csc(N3CCC(c4ccccc4)C3)n2)cc1 (configuration not stated)	.	.	.	.	.	-1%	-18%	.	.
COCCNC(=O)CN(C(=O)CCC(=O)Nc1cc(C)on1)c1ccccc1C	12	97	85	19	179	1%	0%	-19	179
CCOC(=O)N1CCN(C(=O)CSc2nc(-c3cccc(C)c3)ns2)CC1	-24	60	85	29	80	-2%	-38%	-29	80
COc1ccc(CN(C(=O)c2cc3ccccc3oc2=O)C2CCCCC2)cc1OC	0	76	76	1	40	.	.	-1	40
CN(C)S(=O)(=O)c1ccc(C(=O)Nc2ccccc2F)cc1	0	101	101	-2	41	2%	20%	2	41
COc1ccc(N2CCN(CCNS(=O)(=O)c3cccc4nsnc34)CC2)cc1	.	.	.	.	.	0%	7%	.	.
COc1cc(/C=C(/NC(=O)c2ccccc2Cl)C(=O)O)cc(OC)c1OC	.	.	.	-5	164	2%	8%	5	164
O=C(NCc1ccncc1)C1COc2ccccc2O1 (configuration not stated)	11	108	97	-3	197	16%	9%	3	197
CC(=O)Nc1ccc(S(=O)(=O)NC(=O)C23CC4CC(CC(C4)C2)C3)cc1	13	114	101	12	89	-1%	-2%	-12	89
CC(=O)c1cccc(NC(=O)Cc2cccs2)c1	13	99	86	.	.	-3%	0%	.	.
CC1=CCC(C(=O)N/N=C/c2cccs2)C(c2ccc(F)cc2)C1 (configuration not stated)	-34	42	77	6	77	6%	4%	-6	77
CCOc1ccc(NC2=NC(C)(C)N=C(N)N2)cc1	11	104	92	.	.	9%	-21%	.	.
CCC(=O)c1cc2c(cc1NC(=O)C(C)C)OCCO2	14	97	84	16	117	6%	0%	-16	117
COc1ccc(C(CNC(=O)c2cccnc2SC)N2CCOCC2)cc1 (configuration not stated)	11	98	87	4	195	-6%	10%	-4	195
CCS(=O)(=O)N1Cc2ccccc2CC1C(=O)OCC(=O)Nc1ccc(C)cc1 (configuration not stated)	.	.	.	.	.	-5%	-4%	.	.
O=C(Nc1nnc(C(F)(F)F)s1)c1ccc(N2C(=O)C3C4C=CC(C4)C3C2=O)cc1 (configuration not stated)	-13	101	114	-1	175	3%	-1%	1	175
CC1=C(C(N)=O)C(c2ccc3c(c2)OCO3)n2nc(-c3cccc(C)c3)nc2N1 (configuration not stated)	5	94	89	6	98	5%	.	-6	98
Cc1csc(NC(=O)c2cc3c(s2)-c2ccccc2OC3)n1	-30	48	78	-2	47	-6%	-6%	2	47
COc1cc(Cl)cc(NC(=O)CCN2CCN(C)CC2)c1	-7	99	107	-6	107	1%	2%	6	107
